FadD28 FP inh: M. tuberculosis FadD28 bisubstrate binding inhibition. FadD28 bisubstrate probe binding, fluorescence polarization. inhibition, % at 12.5 µM. hit rate 0.22% among 360,000. AID 588549; in the data active means inhibition above about 8.5%, passing the limit was not always enough; inconclusive means no clear call, values can overlap the other calls
FBA Mtb inh: inhibits M. tuberculosis FBA enzyme. AID 588726. purified M. tuberculosis FBA, fluorescence read-out. P9WQA3. inhibition, % at 1 µM. hit rate 2.3% among 360,000; in the data active means inhibition above about 27%;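 further: 0% = vehicle and 100% = reference inhibitor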
Target sequence (P9WQA3 whole entry, looked up): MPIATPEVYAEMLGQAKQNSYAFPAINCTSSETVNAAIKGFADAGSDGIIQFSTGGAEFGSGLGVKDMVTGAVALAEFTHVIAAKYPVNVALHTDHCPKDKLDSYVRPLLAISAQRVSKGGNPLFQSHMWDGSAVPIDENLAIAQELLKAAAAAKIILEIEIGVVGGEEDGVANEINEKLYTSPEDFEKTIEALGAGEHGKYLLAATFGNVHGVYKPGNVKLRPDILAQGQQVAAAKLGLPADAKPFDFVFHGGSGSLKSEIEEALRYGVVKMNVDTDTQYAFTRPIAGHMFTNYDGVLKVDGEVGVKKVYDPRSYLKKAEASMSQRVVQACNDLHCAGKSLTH
GDH-TPI counter: GDH-TPI coupled enzyme inhibition counter-screen; GDH-TPI coupled enzyme counterscreen, NADH absorbance; inhibition, % at 4.8 µM; hit rate 1.2% among 360,000; AID 588335;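 further: 0% = DMSO wells and 100% = wells lacking the enzyme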
Mtb UGM inh: inhibitors of M. tuberculosis UDP-galactopyranose mutase | purified UGM, fluorescence polarization probe displacement | hit rate 0.06% among 320,000 | inhibition, % at 10 µM; in the data active means inhibition above about 10%, passing the limit was not always enough; inconclusive means no clear call, values can overlap the other calls
Target sequence (P9WIQ1 whole entry, looked up): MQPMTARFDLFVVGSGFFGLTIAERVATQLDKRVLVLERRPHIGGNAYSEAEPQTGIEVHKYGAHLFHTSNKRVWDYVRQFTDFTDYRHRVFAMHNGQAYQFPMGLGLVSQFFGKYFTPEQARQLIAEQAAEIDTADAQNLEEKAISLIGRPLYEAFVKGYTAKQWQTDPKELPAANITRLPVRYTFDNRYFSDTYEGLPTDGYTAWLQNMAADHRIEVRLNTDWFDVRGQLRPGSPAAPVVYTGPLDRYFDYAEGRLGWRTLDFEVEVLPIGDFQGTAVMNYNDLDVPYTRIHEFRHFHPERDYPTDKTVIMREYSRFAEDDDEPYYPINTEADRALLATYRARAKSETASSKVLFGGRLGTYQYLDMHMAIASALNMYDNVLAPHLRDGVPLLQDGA
CCHFV vOTU inh: blocks the CCHF virus ovarian tumor domain protease. hit rate 0.55% among 370,000. CCHFV vOTU protease, Pep-AMC fluorescence. inhibition, % at 11.5 µM; further: 0% = vehicle wells with enzyme and 100% = no enzyme wells
BoNT-F LC inh: blocks Botulinum neurotoxin F light chain protease; Multiplex microsphere protease cleavage assay, flow cytometry; inhibition, % at 10 µM; hit rate 0.22% among 360,000; AID 588497; in the data active means inhibition above about 35%, passing the limit was not always enough; inconclusive means no clear call, values can overlap the other calls; further: plate controls were buffer without enzyme for full effect and enzyme alone for no effect
Mtb BioA inh: inhibitors of Mycobacterium tuberculosis BioA enzyme | purified M. tuberculosis BioA enzyme, plate reader | hit rate 0.096% among 360,000 | inhibition, % at 9.99 µM | AID 602481; in the data active means inhibition above about 40%; inconclusive means no clear call, values can overlap the other calls
PrPC TRFRET: inhibitors of human cell surface prion protein PrPC. hit rate 0.43% among 370,000. P04156. AID 720596. inhibition, % at 13.8 µM. TR-FRET read-out; in the data active means inhibition above about 24%; further: 0% = median of the test wells and 100% = reference compound wells
BoNT A protease: blocks Botulinum neurotoxin A light chain protease. multiplex microsphere protease substrate cleavage, flow cytometry. inhibition, % at 10 µM. hit rate 0.17% among 360,000; in the data active means inhibition above about 30%; inconclusive means no clear call, values can overlap the other calls; further: plate controls were buffer without enzyme for full effect and enzyme alone for no effect
* = called active by the depositor; ? = inconclusive; . = not tested or not shown. Unless noted, no stated cut-off is given here; in the data, active means inhibition above about 30%; inactive means the rest.

Every second line gives: FadD28 FP inh, Mtb BioA inh, FBA Mtb inh, Mtb UGM inh, BoNT A protease, BoNT-F LC inh, GDH-TPI counter, PrPC TRFRET, CCHFV vOTU inh
N/C(Cc1ccc(Cl)cc1Cl)=N\OC(=O)Cc1ccccc1
→ -2.2, 1.5, 0, -0.1, -1.4, -8, 5, -8, 11
Cc1c(Cc2ccccc2)c(=O)oc2cc(OCC(=O)N[C@@H](Cc3ccccc3)C(=O)O)ccc12
→ -3.6, 6.1, 92*, -2.4, 0.0, 9, 10, -3, -41
CC(C)Nc1nc(Cl)nc(N(C#N)CN2C(=O)c3ccccc3C2=O)n1
→ -1.1, ., 2, -0.2, 0.2, 2, 9, 15, 24
O=C(N/N=C/c1cccc([N+](=O)[O-])c1)C1CC(=O)N(c2ccc(Cl)cc2)C1 (stereo not drawn)
→ 0.9, ., -2, 4.2, 0.1, -5, 15, -7, -6
Nc1ccccc1-c1nnc(-c2ccc(-c3ccccc3)cc2)o1
→ -1.3, -0.9, 16, -2.2, 0.7, -1, 15, 12, -12
Cc1ccc(C2c3[nH]c4ccccc4c3C[C@H]3C(=O)N(c4ccccc4C(=O)NCCCN4CCOCC4)C(=O)N23)cc1 (stereo partly drawn)
→ 1.4, 0.2, 5, 2.7, 0.0, -4, 0, -15, -6
Clc1cccc(CNc2ccn3nc(-c4ccc(OCc5ccccc5)cc4)cc3n2)c1
→ -2.9, -1.6, 15, ., 0.4, 0, 12, 37*, -19
O=C1CCN(S(=O)(=O)c2ccc(Cl)cc2)N1
→ -3.2, -3.6, 2, -0.9, -1.4, -7, -11, 3, -13
O=C(OCc1c(Cl)cccc1Cl)c1cnccn1
→ -2.8, 1.3, -6, 1.9, 0.3, -6, -7, -3, 9
COc1cccc(-c2nc(N3CCCCC3)c3ccccc3n2)c1O
→ -1.9, -1.8, -4, -2.1, 0.3, 4, 13, 5, 6
COc1cccc(CN2CCNC(=O)C2CC(=O)NC2CCOCC2)c1OC (stereo not drawn)
→ -2.1, 0.6, 0, 1.7, 0.9, -1, 2, 1, 3
COC(=O)N/N=C(\C)c1ccc(Br)cc1
→ -3.7, -0.7, 2, 0.5, 1.4, 19, -3, 5, 3
c1ccc(-c2nccc3ccccc23)cc1
→ -1.5, ., 0, 0.7, -3.5, ?, 6, -1, -12
CC1CCN(C(=O)N[C@@H](Cc2ccccc2)C(=O)O)CC1
→ -0.8, 2.4, 0, -1.8, -0.5, -2, 0, 2, 1
O=C(CN1CCN(c2ccccn2)CC1)Nc1ccccc1Br
→ 0.5, 2.6, 2, -2.9, 1.2, 24, 3, -1, 5
CC1CCCC(NC(=O)c2cccc(N3CCCC3=O)c2)C1C (stereo not drawn)
→ 0.3, ., 2, -2.4, -0.2, -2, 4, 3, -20
COc1ccc(N2Cc3ccc(OC)c(OC)c3C2=O)cc1
→ -0.6, 0.0, 6, 0.3, -0.7, 14, 6, -3, -3
Cc1ccc(NC(=S)Nc2c(C)n(C)n(-c3ccccc3)c2=O)cc1Cl
→ 0.0, ., 1, -0.1, -0.9, -5, 18, 3, 1
COC(=O)N/N=C/c1cc(Cl)cc(Cl)c1OCc1ccccc1
→ -0.1, -2.0, -2, -1.9, -0.4, -8, 13, -2, -1
O=C(CSc1nc2c(sc3ccccc32)c(=O)n1CCCN1CCCC1)NCC1CCCO1 (stereo not drawn)
→ -2.4, ., 22, 0.1, -0.3, -14, 9, -13, -8
Cc1cccnc1NC(=S)NC(=O)c1oc2ccccc2c1C
→ -3.5, -2.6, 1, 1.5, -1.9, 2, 2, 7, -6
Cc1ccc(/C(O)=C/c2nc3cc(C)ccc3oc2=O)cc1
→ 0.1, -0.7, 1, 7.8, -1.0, -6, 6, -5, -8
CCn1nnnc1SCC(=O)Nc1nc2ccc(OC)cc2s1
→ -1.2, -1.1, 0, 0.2, -0.8, -6, -8, -5, 27
C#CCn1c(-c2ccccc2)ccc(C#N)c1=O
→ -0.2, 2.2, 1, -0.7, -0.1, 0, 12, 6, -4
COC1OC2COC(c3ccccc3)OC2C(OC(=O)c2ccccc2)C1OC(=O)c1ccccc1 (stereo not drawn)
→ -2.1, -0.3, 0, ., -0.2, 3, 14, -4, 10
CCOc1ccc(NC(=O)C2CC(=O)N3CCCN=C3S2)cc1 (stereo not drawn)
→ -5.3, -0.9, 1, -0.6, 0.7, 4, 6, -3, 20
Cc1cc(C)c(-c2nc3ccccc3s2)[nH]1
→ 2.1, -2.5, 6, 0.5, 0.1, -12, 19, -3, -2
CC1=C(O)c2ccccc2C(=O)C1=O
→ -1.4, -0.7, -3, ., 0.3, 1, 4, -43, 9
Cc1nn(-c2ccccc2)c2c1C(O)CC(C)(C)C2 (stereo not drawn)
→ -1.8, -0.6, 1, 2.2, 1.3, -10, 1, -4, -9
CC(=O)NC12CC3CC(C1)CC(C(=O)N1CCN(S(=O)(=O)c4ccc(Cl)s4)CC1)(C3)C2
→ -0.9, -3.3, 6, 3.0, -1.1, 6, 9, -1, -10
CCc1ccc(CN(C)C(=O)C2CCC(=O)N(CCc3ccc(OC)cc3)C2)nc1 (stereo not drawn)
→ 0.8, 2.0, 1, -0.5, ., ., 3, -4, -6
CCOC(=O)c1c(Nc2ccccc2OCCOC)n[nH]c1C
→ -3.9, -0.9, -3, -1.0, ., ., 1, -5, -5
Cc1cccc(OC(C)C(=O)OCC(=O)Nc2sccc2C(N)=O)c1 (stereo not drawn)
→ -2.9, 0.2, 1, -1.6, 0.0, 2, 6, 2, -1
CCCCN(C(=S)Nc1ccc(F)cc1)c1c(N)n(CCC)c(=O)[nH]c1=O
→ -2.7, ., 4, -1.8, -0.5, -4, -2, 0, -3
COc1ccc(CCC(C)NC2CCCCCCC2)cc1 (stereo not drawn)
→ 2.5, -1.4, 1, 2.2, ., ., -4, -1, 8
CC(C)COc1ccccc1C(=O)NC(CO)C(=O)O (stereo not drawn)
→ 0.1, -1.0, 1, 2.2, -0.6, -8, -4, -3, 5
O=C(Cc1ccc(Br)cc1)N1CCCC1
→ 0.2, -0.2, 1, 1.0, -2.2, ?, -1, -2, -14
CC(=O)Nc1ccc(NC(=O)c2ccc(OCc3c(C)noc3C)cc2)cc1
→ -1.4, -0.6, 0, -1.4, 0.4, 3, 11, -8, 4
C1CNCCOCCNCCN1
→ 0.0, 2.4, 0, 1.5, 0.7, 21, -1, 0, 0
CC1=CC(C)C(C(=O)O)C(C(=O)N2CCN(C)CC2)C1 (stereo not drawn)
→ -3.0, ., -2, -1.1, -0.7, -6, -5, -2, -18
C/C(=C/c1ccccc1)C(=O)N1CCN(c2ccccc2F)CC1
→ -2.9, 1.4, 2, -1.2, -1.6, -2, 2, 6, 0
CCCc1c(-c2cccc(F)c2)ncn1Cc1ccccc1OC
→ ., ., ., ., -0.3, 3, ., 17, 37*
COC(=O)c1cc(=O)cc(C(=O)OC)o1
→ -2.1, ., -2, 0.6, -2.5, -17, 5, 9, -4
Cc1cccc(C)c1NC(=O)CSc1nc2[nH]c(=O)cc(O)c2s1
→ -4.3, -2.0, -1, -1.2, 0.4, 1, 12, -5, 11
COc1cccc(CNc2nc(NC(C)C)nc3ccsc23)c1OC
→ -2.7, 1.5, 1, ., -0.3, -3, 11, -2, -8
CCOC(=O)C1=C(C)NC(=O)NC1c1ccc(N(CC)CC)cc1 (stereo not drawn)
→ -2.4, -0.2, -1, -0.2, 0.6, 2, -3, 7, 21
NC(=O)c1cc([N+](=O)[O-])ccc1NCc1cccc(N)c1
→ -1.3, 1.6, 0, -1.6, -0.3, 4, 13, -26, 8
O=C(CCn1nc(-c2ccc(Cl)cc2)c2ccccc2c1=O)NCCN1CCOCC1
→ 1.1, 6.7, 2, 2.7, 0.1, 2, 12, -6, 16
COC(=O)CN1C(=O)[C@H]2[C@@H](c3ccc(C)o3)N3C(=O)CN(CCO)C(=O)[C@@]3(C)[C@H]2C1=O
→ -5.3, -1.8, 2, 4.3, -0.6, 1, -11, -4, 6
O=C(CN1C(=O)c2ccccc2S1(=O)=O)NCc1ccc(F)cc1
→ -1.9, -0.1, 0, -1.8, 1.9, 0, -6, -5, 7
Cc1ccc(O)c(-c2cc(C(=O)Nc3ccc(S(=O)(=O)Nc4nccc(C)n4)cc3)[nH]n2)c1
→ -0.2, -0.1, 5, -0.8, -0.8, -3, 12, 1, 4
CN1CCN(c2cc(C(F)(F)F)nc(-c3ccccn3)n2)CC1
→ -0.2, -0.1, -1, -0.1, -1.0, -6, 4, 7, 3
CC1(C)COCN1C(=O)c1ccc(C#N)cc1
→ -0.8, -1.1, -1, -3.5, -4.2, -40, 4, 2, 2
CCOC(=O)c1oc2ccccc2c1CSc1nnnn1-c1ccccc1
→ 0.8, 0.6, 5, 6.3, 1.5, -11, -8, 4, 7
CCCCC(=O)Nc1cccc(NC(=O)c2cccc([N+](=O)[O-])c2)c1
→ -4.4, ., -2, -0.6, 0.1, -3, -3, -9, 10
CN(/N=C/c1cccs1)c1cc(=O)n(C)c(=O)[nH]1
→ -2.9, -2.4, -4, -1.2, -0.1, 2, 48*, -4, 26
CCOc1ccc(Nc2nnc(Cc3ccc(OC)cc3)c(=O)[nH]2)cc1
→ -2.0, ., 1, -1.1, -0.5, 0, 5, 3, 0
COc1ccc(CCNC(=O)CSCc2ccc([N+](=O)[O-])cc2)cc1
→ -1.5, 0.5, -2, -1.7, -0.1, 2, 1, -6, 14
CCOC(=O)C1=C(C)NC(C)=C(C(=O)OCC)C1C(=O)OCC(=O)NC
→ -2.2, -3.0, 2, -2.2, -0.4, 3, 3, -2, -9
O=C(NCC1CCCO1)C1CCC(CNS(=O)(=O)c2ccccc2)CC1 (stereo not drawn)
→ -3.5, -0.8, -4, 2.3, 0.1, 1, -14, 5, -3

Full records, quoted from the list. Order of screens: FadD28 FP inh	Mtb BioA inh	FBA Mtb inh	Mtb UGM inh	BoNT A protease	BoNT-F LC inh	GDH-TPI counter	PrPC TRFRET	CCHFV vOTU inh
Cc1ccc(/C(O)=C/c2nc3cc(C)ccc3oc2=O)cc1 is listed as 0.1	-0.7	1	7.8	-1.0	-6	6	-5	-8
COC(=O)N/N=C(\C)c1ccc(Br)cc1 is listed as -3.7	-0.7	2	0.5	1.4	19	-3	5	3
O=C(CSc1nc2c(sc3ccccc32)c(=O)n1CCCN1CCCC1)NCC1CCCO1 (stereo not drawn) is listed as -2.4	.	22	0.1	-0.3	-14	9	-13	-8
O=C1CCN(S(=O)(=O)c2ccc(Cl)cc2)N1 is listed as -3.2	-3.6	2	-0.9	-1.4	-7	-11	3	-13

Additional results follow.
Every second line gives: FadD28 FP inh, Mtb BioA inh, FBA Mtb inh, Mtb UGM inh, BoNT A protease, BoNT-F LC inh, GDH-TPI counter, PrPC TRFRET, CCHFV vOTU inh
CCCCCN(C(=O)CCC(=O)OCc1ccccc1F)c1c(N)n(CCCC)c(=O)[nH]c1=O
→ 0.4, 4.9, 2, 2.6, 0.0, 14, 10, 5, 19
O=C(NC1CCCCCC1)c1ccc[nH]c1=S
→ -1.7, -0.1, -4, -0.2, -0.5, 2, 2, 6, 4
CC1CCc2nc3ccccc3c(C(=O)OCC(=O)N3CCc4ccccc43)c2C1 (stereo not drawn)
→ -4.9, ., 3, -0.7, 0.2, -2, 0, -1, 8
COc1ccccc1-c1nn(Cc2ccccc2)cc1/C=C/C(=O)O
→ -1.1, 0.4, 3, 6.8, 0.1, 2, 2, 3, 18
Cn1c(C(=O)NCCN2CCc3ccccc3C2)cc2c(=O)n(C)c3ccccc3c21
→ -6.6, 0.3, 6, 3.1, 0.5, -1, -4, -6, 3
S=c1[nH]nc(COc2ccc(Cl)cc2)n1Cc1ccccc1
→ 2.1, ., 1, 1.1, 0.4, -1, 4, -3, 3
O=C(Cc1ccccc1[N+](=O)[O-])Nc1ccc2c(c1)OCCO2
→ -2.9, ., 3, -1.5, 0.0, -5, 5, -1, 5
C#CCSc1nc(Cc2ccc(Cl)cc2)nc2ccccc12
→ -0.2, -2.3, 9, 0.7, -0.1, -8, -1, -2, 1
O=C1CC(C(=O)NC2CCCCC2)C2(CCCCC2)O1 (stereo not drawn)
→ -0.6, 1.0, -5, 1.7, -0.9, 0, -1, 1, 2
O=C(Nc1nnc([C@@H]2C[C@H](O)[C@@H](CO)O2)s1)c1cccc2ccccc12
→ 0.1, -1.1, 4, ., 0.4, 3, 9, -10, 10
CS(=O)(=O)N(CCc1ccccc1)CC(=O)Nc1ccc(Br)cc1F
→ -4.7, 0.2, 1, 2.1, 0.8, 3, 3, -3, 9

Screening data deposited in PubChem BioAssay by several laboratories.
